# GLP1R cytotox: cytotoxicity in counter-screen for GLP-1R inverse agonists. HEK293 cAMP-luciferase reporter cells, luminescence, 24 h. Potency, µM (series often up to 38.3 µM), for the others: at the top dose activity change, negative = inhibition, most hits filed as inhibitors. actives 0.13% (n = 410,000). AID 624418;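 note: loss of luciferase light is scored as toxicity; potency is the fitted concentration of half-maximal effect; % is set by controls: 0 for no effect and ±100 for the full control effect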
#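 Seeding density was 200 cells/uL; after overnight-length (12 h) culture, 23 nL compounds went on for 24 h at 37 °C. Readout used a luciferase detection reagent, luminescence taken after 12 min at room temperature.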
# MmCpn inh: inhibitors of Methanococcus maripaludis chaperonin (MmCpn); actives 0.031% (n = 330,000); purified Mm-Cpn ATPase, ADP Transcreener TR-FRET; Potency, µM (titrated, usually from 76.9 µM), without a hit: at the highest dose activity, negative = inhibition, usual class: inhibitors; note: potency is the fitted concentration of half-maximal effect; % is set by controls: 0 for no effect and ±100 for the full control effect; nearly all actives have a fitted effect of over 80% in size
#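 Measured: ADP formation by purified Mm-CPN. Conditions: 25 nM protein, 10 uM ATP, Tris pH 7.4 with Mg2+, K+ and DTT, 37°C for 30 min. Detection: Transcreener HTRF after 30 min at room temperature.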
# Akt phos inh: blocks phosphorylation of Akt. AID 651550. activity change, % for hits at 50 µM. actives 0.32% (n = 360,000). Neuro2A IGF-stimulated pAkt S473 HTRF, 20 min; stronger effect = lower value; in the data active = activity change below about -80%; inconclusive = mostly about -51% to -80%; note: % is set by controls: 0 for no effect and ±100 for the full control effect
#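 Neuro2A cells in DMEM with 0.5% FBS, overnight at 37 deg C, given compound at single 50 µM final, then IGF (6 nM final) for 20 min at 37 deg C. Lysed; phospho-Akt Ser473 by HTRF after 24 h, 665/615 ratio.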
# PTHR1 ag: activates the human parathyroid hormone receptor PTHR1 | HEK293 GP2 PTHR1 cells, GloSensor cAMP luminescence, 1 h | Potency, µM (series often up to 115 µM), for inactives: top-dose activation, hits mostly activators | actives 0.075% (n = 410,000) | AID 743266; note: potency is the fitted concentration of half-maximal effect; nearly all actives have a fitted effect of over 55% in size; some results filed as inactive show a strong effect at the top dose; inactives centre near -15; many of its hits are not listed in these tables
# Target sequence (Q03431 whole entry, looked up): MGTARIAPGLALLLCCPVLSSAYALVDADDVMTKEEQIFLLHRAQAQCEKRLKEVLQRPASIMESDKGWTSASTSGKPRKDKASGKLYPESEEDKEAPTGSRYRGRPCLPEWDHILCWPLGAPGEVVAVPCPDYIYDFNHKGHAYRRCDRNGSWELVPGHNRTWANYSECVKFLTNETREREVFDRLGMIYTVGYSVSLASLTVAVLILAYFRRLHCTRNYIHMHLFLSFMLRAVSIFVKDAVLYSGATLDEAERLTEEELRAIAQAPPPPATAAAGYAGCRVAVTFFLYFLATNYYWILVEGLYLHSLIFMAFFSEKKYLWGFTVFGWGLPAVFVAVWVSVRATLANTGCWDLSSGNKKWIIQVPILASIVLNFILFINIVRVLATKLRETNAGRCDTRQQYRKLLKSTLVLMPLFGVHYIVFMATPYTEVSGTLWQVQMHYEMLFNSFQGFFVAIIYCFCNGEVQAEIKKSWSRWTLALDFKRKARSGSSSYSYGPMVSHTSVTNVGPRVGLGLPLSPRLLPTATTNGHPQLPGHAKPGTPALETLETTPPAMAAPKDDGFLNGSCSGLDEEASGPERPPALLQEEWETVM
#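 HEK-293-derived GP2 cells expressing PTHR1 and a GloSensor cAMP reporter, 3,000/well, plated overnight, given luciferin plus IBMX (each 0.5 mM as added) for 1 h at 37 °C, then compound for 1 h at 37 °C. Luminescence was read after 15 min at room temperature.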
# aSyn yeast inh: rescues yeast growth from alpha-synuclein toxicity. Yeast expressing alpha-synuclein, growth rescue, BacTiter-Glo, 24 h. Potency, µM (highest dose often 46.1 µM), inactives show at the highest dose growth rescue (activation), actives largely listed as activators. AID 652106. actives 0.14% (n = 370,000); note: potency is the fitted concentration of half-maximal effect; % of control where 0% means no effect; nearly all actives have a fitted effect of over 65% in size
#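 Readout is rescue of growth in alpha-synuclein-expressing yeast, so inhibitors of toxicity appear as activators. Growth after 24 hr at 30 deg C in galactose medium is quantified by luminescence.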
# GLP-1R inv ag: acts as inverse agonist at human GLP-1 receptor | P43220 | HEK293 GLP-1R CRE-luciferase, luminescence, 24 h; GLP-1R form is constitutively active | Potency, µM (series often up to 38.3 µM), for the others: top-dose activity change, negative = inhibition, most hits filed as inhibitors | actives 1.6% (n = 410,000) | AID 624417; note: potency is the fitted concentration of half-maximal effect; % is set by controls: 0 for no effect and ±100 for the full control effect; nearly all actives have a fitted effect of over 55% in size
# Target sequence (P43220 whole entry, looked up): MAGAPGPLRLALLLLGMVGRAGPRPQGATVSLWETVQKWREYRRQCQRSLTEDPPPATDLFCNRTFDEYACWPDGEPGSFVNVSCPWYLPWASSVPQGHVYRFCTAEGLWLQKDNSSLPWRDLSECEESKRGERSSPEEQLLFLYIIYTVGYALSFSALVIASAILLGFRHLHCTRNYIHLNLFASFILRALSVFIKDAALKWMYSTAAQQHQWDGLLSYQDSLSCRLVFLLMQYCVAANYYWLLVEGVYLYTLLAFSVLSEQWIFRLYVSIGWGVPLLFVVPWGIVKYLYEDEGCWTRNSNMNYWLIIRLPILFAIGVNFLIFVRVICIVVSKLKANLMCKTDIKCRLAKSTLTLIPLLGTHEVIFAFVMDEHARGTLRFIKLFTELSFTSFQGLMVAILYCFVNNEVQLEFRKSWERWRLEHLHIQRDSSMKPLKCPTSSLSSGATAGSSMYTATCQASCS
#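 Stable HEK293 clone (constitutively active GLP-1R + cAMP-response luciferase); 200 cells/uL plated, 12 h pre-culture, compound 24 hr, 37 deg C/5% CO2; detection reagent 12 min RT; luminescence.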
# TDP-43 yeast inh: inhibitors of TDP-43 toxicity in yeast. actives 1.8% (n = 410,000). Potency, µM (highest dose often 46.1 µM), for inactives: at the highest dose growth rescue (activation), hits mostly activators. TDP-43 expressing yeast growth rescue, BacTiter-Glo, 24 h; note: potency is the fitted concentration of half-maximal effect; % of control where 0% means no effect; nearly all actives have a fitted effect of over 50% in size
#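 Growth rescue of TDP-43-toxic yeast measured as ATP luminescence (BacTiter-Glo). Cells grown to mid-log in raffinose, induced in galactose at OD600=0.02, exposed to compound 24 hr at 30 deg C.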
# FUS suppressor: rescues growth of FUS-expressing yeast; S. cerevisiae FUS-expressing, growth rescue, OD600, 24 h; Potency, µM (doses to about 76.6 µM), for inactives: at the highest dose growth rescue (activation), most hits filed as activators; actives 0.24% (n = 390,000);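 note: potency is the fitted concentration of half-maximal effect; plate controls were DMSO vehicle for no effect and reference control for full effect; nearly all actives have a fitted effect of over 55% in size; some results filed as inactive show a strong effect at the top dose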
#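 Absorbance at 600 nm, taken 24hr after compound addition, measured rescue of FUS-yeast growth at 30C. Induction used 2% galactose with seeding at OD 0.005. Controls: CP55940 from 92uM final, DMSO only.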
# Abeta rescue: restores growth of yeast expressing A-beta42 peptide. yeast expressing A-beta42, growth rescue, OD600, 48 h; response scale: 0% DMSO, 100% iron-clioquinol control. Potency, µM (doses to about 46.1 µM), inactives show at the top dose growth rescue, actives largely listed as activators. actives 0.063% (n = 410,000). AID 1347071; note: potency is the fitted concentration of half-maximal effect; nearly all actives have a fitted effect of over 55% in size
#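 Yeast growth medium received pinned compounds, then yeast cells expressing toxic A-beta were added; plates incubated at 30 C for 48 hr. Growth read as absorbance at 600 nm, normalized to DMSO and equimolar FeCl3 plus clioquinol controls.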
# * marks the source's active call; other numbers are inactive results; i = inactive; ? = inconclusive; / = not tested or not shown; [ ] = another dose, or the depositor's remark. Unless noted, calls come from the whole dose curve; as a rule, active = well fitted curve in the direction sought with a large enough effect; inconclusive = small, poorly fitted or top-dose-only effect, or another doubt; inactive = no such curve, though single readings can be large; an effect the other way counts as inactive or inconclusive.
SMILES,GLP1R cytotox,MmCpn inh,Akt phos inh,PTHR1 ag,aSyn yeast inh,GLP-1R inv ag,TDP-43 yeast inh,FUS suppressor,Abeta rescue
COc1ccc(CC(NC(C)=O)C(=O)NC2CCN(S(=O)(=O)c3ccc(NC(C)=O)cc3)CC2)c(OC)c1 (stereo not drawn),-10%,3%,i,i,-5%,17%,-9%,6%,-1%
COC(=O)CCC(=O)Nc1cc(OC)c(OC)cc1Cc1nccc2cc(OC)c(OC)cc12,2%,1%,i,i,-3%,2%,-9%,10%,0%
Cc1ccccc1N1CC(C(=O)N2CCc3ccccc32)CC1=O (stereo not drawn),-2%,-1%,i,i,7%,5%,?,10%,8%
COc1ccc(CNC(=O)CN(C(=O)c2ccc(CN3CCOCC3)o2)C2CCCC2)cc1,-25%,-2%,i,-46%[inhibitor][57.5 µM],2%,0%,-8%,-11%,8%
O=C(CSc1nc(=O)[nH]c2c1CCC2)NCc1ccccc1Cl,1%,/,/,-5%,/,12%,8%,-2%,-11%
COc1ccc(NC(=S)NCCN2CCOCC2)c(OC)c1,-13%,/,i,-12%[57.5 µM],-2%,5%,-8%,25%,-7%
Cc1ccccc1NC(=O)CN1CCN(c2ccc(F)cc2)CC1,1%,/,i,i,-10%,-22%,-5%,-11%,-6%
CC(C)Cn1c(C(C)C)nc([N+](=O)[O-])c1Sc1ccc(Cl)cn1,-14%,1%,i,-6%[57.5 µM],2%,?,27%,5%,-7%
COc1ccccc1-n1c(SCC(=O)N(C)C2CCS(=O)(=O)C2)nc2ccccc2c1=O (stereo not drawn),-30%,-1%,i,i,2%,1%,-13%,-2%,4%
CCOc1ccc(N2C(=O)C(C)CNC2=S)cc1 (stereo not drawn),19%,/,i,-10%,-1%,17%,22%,/,-2%
Cc1cccnc1C1=NOC(Cc2ccccc2)C(=O)N1Cc1ccc2c(c1)OCO2 (stereo not drawn),2%,/,i,i,7%,-27%,8%,?,1%
CCOC(=O)c1ccc(NC(=O)COC)cc1,-6%,0%,i,i,3%,14%,15%,-24%,1%
CCn1cnc2c(=O)oc3ccc(S(=O)(=O)Nc4ccc(OC)cc4)cc3c21,-1%,/,/,-33%[inhibitor],/,-4%,8%,7%,11%
Cc1cc([N+](=O)[O-])ccc1NC(=O)CCC(=O)N1CCCC1,11%,2%,i,i,-2%,27%,-3%,-18%,2%
COC(=O)C(C)NC(=O)C12CC3CC(C1)CC(c1ccc(C)cc1)(C3)C2 (stereo not drawn),2%,-7%,i,-6%,-9%,?,-4%,25%,10%
COC(=O)CCC(=O)N1CCc2cc(S(=O)(=O)N3CCc4ccccc43)ccc21,10%,-2%,i,-9%,3%,15%,22%,-13%,5%
CC1CN(C(=O)Nc2ccc3snnc3c2)c2ccccc21 (stereo not drawn),0%,-1%,i,-18%,1%,?,16µM*,10%,23%
CCCC(=O)Nc1ccc2c(c1)nc(CCNC(=O)c1ccccc1)n2C,-9%,0%,i,-5%,-7%,-8%,-23%,5%,-9%
COc1cc(/C=C/C(=O)Nc2ccc(S(=O)(=O)Nc3ncccn3)cc2)ccc1OCC#N,0%,/,i,i,5%,13%,16%,?,3%
CC(=O)c1ccc(NC(=O)CO/N=C(\C)c2cccs2)cc1,-14%,2%,i,i,2%,26%,29%,/,-2%
COc1cccc(C(=O)Nc2ccccc2-c2nc3ccccc3s2)c1,6%,/,/,-17%,/,4%,20%,-5%,1%
COC(=O)CSc1nnc(CNC(=O)Cc2ccccc2)n1-c1ccccc1OC,-5%,0%,i,-5%[57.5 µM],-1%,2%,-16%,16%,-5%
N=C1/C(=C\c2ccc(-c3ccc(C(=O)O)cc3)o2)C(=O)N=C2SC=C(c3ccccc3)N12,-10%,1%,i,i,-3%,3%,-17%,30%,-1%
COc1ccccc1-c1nnc(C2CCN(S(=O)(=O)c3ccc([N+](=O)[O-])cc3)CC2)o1,-17%,0%,i,-26%,-8%,-12%,13%,7%,-6%
Cc1c(NC(=O)c2cnn3c(C(F)(F)F)cc(-c4ccco4)nc23)c(=O)n(-c2ccccc2)n1C,11%,0%,i,-1%,8%,6%,3%,-19%,0%
COc1ccc(C2(C(=O)N3CCOCC3)CCCC2)cc1,-8%,0%,i,i,4%,7%,-1%,7%,-5%
CCCC(=O)C1=C(N2CCCCC2)CC(C)(C)C(C(=O)OC)C1=O (stereo not drawn),-4%,-2%,i,i,6%,8%,-6%,-18%,-4%
Cc1onc(-c2ccccc2)c1C(=O)N(C)CCc1ccccn1,2%,-10%,i,i,-5%,-3%,5%,8%,-12%
COc1ccc(-c2cn3c(n2)sc2cc(C(=O)NCCc4ccccc4)ccc23)cc1,1%,/,/,-18%,/,11%,-5%,16%,5%
COc1cccc(NC(=O)CN2C(=O)NC3(CCCC3)C2=O)c1,-9%,-1%,i,i,-6%,18%,-7%,15%,5%
O=C1NC(c2ccccc2)(C(F)(F)F)C(=O)N1Cc1cccnc1 (stereo not drawn),4%,?,i,-7%,0%,-13%,-4%,-6%,-4%
CCOc1ccc(/C(O)=C2/C(=O)C(=O)N(CCOCCO)C2c2ccc(F)cc2)cc1 (stereo not drawn),2%,-3%,i,15%[57.5 µM],4%,15%,28%,20%,-16%
Cc1ccc(C)c(Cn2c(C(C)NC(=O)c3ccccc3)nc3ccccc32)c1 (stereo not drawn),14%,/,/,i,/,3%,19%,-1%,3%
CC(=O)C1=C(O)CCC1=N,1%,-4%,i,9%[57.5 µM],2%,25%,8%,-9%,-6%
COc1ccc(CN2CCCC(CO)(Cc3cccc(Cl)c3)C2)cc1OC (stereo not drawn),-9%,1%,i,i,3%,?,-20%[1.82 µM],12%,0%
O=C1Nc2ccccc2C1=Nc1cccc(Cl)c1,-4%,0%,i,-22%,0%,15%,0%,9%,-3%
Cn1cc(Br)c(C(=O)NNC(=O)c2ccc(Cl)cc2)n1,-6%,-1%,i,i,-9%,12%,11%,/,8%
CCN(CC)C(=O)C1CCN(S(=O)(=O)c2cccc3nonc23)CC1,-2%,2%,i,-9%[57.5 µM],1%,0%,0%,-5%,-15%
O=S(=O)(c1cccc2nsnc12)N1CCNCC1,-9%,1%,i,i,2%,-5%,-2%,15%,6%
Fc1ccccc1COc1ccccc1CNCc1ccncc1,-35%,2%,i,-5%[57.5 µM],5%,23%,-11%,1%,16%
COc1ccc(C(=O)NNC(=O)c2ccc(S(=O)(=O)N3CCCCC3)cc2)cc1,-2%,5%,i,-36%[inhibitor],-5%,3%,-6%,7%,-3%
CCNc1nc(NC(C)C)nc(Nn2cnnc2)n1,3%,-3%,i,-4%[57.5 µM],-1%,72%[activator],-1%,5%,-1%
COc1ccc(Cn2nc(C)cc2C)cc1OC,-29%,1%,i,-9%[57.5 µM],-1%,0%,12%,0%,22%
CCOCc1nnc(NC(=O)C2CC(=O)N(CCc3ccc(F)cc3)C2)s1 (stereo not drawn),-2%,-1%,i,i,5%,6%,11%,7%,2%
C[C@@H]1CN([C@@H](C)CO)C(=O)CCCn2nncc2CO[C@H]1CN(C)S(=O)(=O)c1ccc(C#N)cc1,8%,/,i,-21%,-3%,0%,3%,-12%,-8%
CCN(CC)c1ccc(NC(=O)c2c(OC)cccc2OC)c(C)c1,-9%,/,i,-10%[57.5 µM],11%,-3%,0%,13%,4%
O=C(CSc1nnc(CNC(=O)c2ccco2)o1)Nc1ccccc1F,0%,-4%,i,i,-6%,5%,0%,1%,0%
CC(NCCc1ccc(S(N)(=O)=O)cc1)C(=O)NCCc1ccc(F)cc1 (stereo not drawn),1%,0%,i,-1%,-1%,-4%,2%,-18%,-2%

# 4 compounds picked at random from the list so far:
SMILES,GLP1R cytotox,MmCpn inh,Akt phos inh,PTHR1 ag,aSyn yeast inh,GLP-1R inv ag,TDP-43 yeast inh,FUS suppressor,Abeta rescue
COc1ccc(C(=O)NNC(=O)c2ccc(S(=O)(=O)N3CCCCC3)cc2)cc1,-2%,5%,i,-36%[inhibitor],-5%,3%,-6%,7%,-3%
CCN(CC)c1ccc(NC(=O)c2c(OC)cccc2OC)c(C)c1,-9%,/,i,-10%[57.5 µM],11%,-3%,0%,13%,4%
Cn1cc(Br)c(C(=O)NNC(=O)c2ccc(Cl)cc2)n1,-6%,-1%,i,i,-9%,12%,11%,/,8%
COc1ccc(Cn2nc(C)cc2C)cc1OC,-29%,1%,i,-9%[57.5 µM],-1%,0%,12%,0%,22%

# Further entries.
SMILES,GLP1R cytotox,MmCpn inh,Akt phos inh,PTHR1 ag,aSyn yeast inh,GLP-1R inv ag,TDP-43 yeast inh,FUS suppressor,Abeta rescue
CCn1c(C(=O)O)c(CC(=O)NC2CCCCCC2)c2ccccc21,0%,-2%,i,-32%,0%,12%,8%,/,3%
COc1ccc(/C=C2\CCc3ccccc3C2=O)cc1Cn1nc(C)cc1C,-30%,1%,i,-25%,-2%,?,?,36%,-11%
CN(c1ccccc1)S(=O)(=O)c1ccc(C(=O)NCCc2ccc(F)cc2)cc1,0%,0%,i,-19%,14%,?,8%,6%,15%
CNC(=S)Nc1cccc([N+](=O)[O-])c1,9%,1%,i,-59%,-7%,11%,-4%,2%,-2%
Cn1c(=O)[nH]c(NC2CCCCC2)c([N+](=O)[O-])c1=O,7%,-1%,i,-11%,3%,62%[activator],7%,/,2%
O=C(CN1C=NS(=O)(=O)c2ccc(C(F)(F)F)cc21)Nc1cccc(C(F)(F)F)c1,8%,/,/,-7%,/,1%,4%,0%,-2%

# Screening results (PubChem BioAssay)

# Only part of the results is shown; the hit share may differ from the screen's.
